TbHK1 inh – T. brucei hexokinase 1 inhibition; recombinant TbHK1, G6PDH-coupled NADH A340; inhibition, % at 10 µM; 0.11% of 220,000 active; AID 1430;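 active means inhibition of 50% or more in the single-dose primary screen; inactive means inhibition below 50%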
Calpain2 inh – calpain II (pig) inhibition; 0.37% of 220,000 active; purified calpain II, fluorogenic peptide substrate, 30 min; inhibition, % at 16 µM;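 active means inhibition above about 50%, limit read from the data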
eIF4E-4G inh – eIF4E/eIF4G interaction inhibition in translation initiation; TR-FRET eIF4E-eIF4GI(517-606) binding, 2 h; inhibition, % at 21.7 µM; 0.37% of 220,000 active; AID 782;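 active means inhibition above about 30%, limit read from the data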;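 further: 0% = full FRET control wells and 100% = background wells lacking eIF4GI fragment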
Hck Nef HTS – blocks Nef-activated human Hck kinase. P08631. Recombinant Hck-YEEI plus Nef, Z-Lyte FRET kinase assay. inhibition, % at 20 µM. 0.68% of 220,000 active. AID 463187;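 active means Hck-Nef kinase inhibition above about 50%, limit read from the data; inactive means inhibition below that limit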;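 further: 0% = DMSO with Hck plus Nef and 100% = Hck alone without Nef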
Target sequence (P08631 whole entry, looked up): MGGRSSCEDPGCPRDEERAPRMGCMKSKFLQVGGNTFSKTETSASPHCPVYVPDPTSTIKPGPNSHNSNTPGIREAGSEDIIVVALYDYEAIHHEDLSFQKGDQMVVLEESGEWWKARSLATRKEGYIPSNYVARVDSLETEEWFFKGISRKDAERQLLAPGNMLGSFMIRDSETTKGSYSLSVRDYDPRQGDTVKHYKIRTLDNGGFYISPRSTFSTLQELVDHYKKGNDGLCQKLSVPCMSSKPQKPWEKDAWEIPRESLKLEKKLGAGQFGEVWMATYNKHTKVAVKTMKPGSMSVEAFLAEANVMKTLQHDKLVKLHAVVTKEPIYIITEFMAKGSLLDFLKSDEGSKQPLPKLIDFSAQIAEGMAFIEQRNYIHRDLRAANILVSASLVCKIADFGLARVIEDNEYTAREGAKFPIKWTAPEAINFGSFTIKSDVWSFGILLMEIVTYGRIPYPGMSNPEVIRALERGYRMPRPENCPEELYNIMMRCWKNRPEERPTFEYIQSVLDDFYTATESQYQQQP
EP2 mod – modulates human prostaglandin E2 receptor EP2 signaling; AID 940; induction, % at 25 µM; P43116; 0.83% of 260,000 active; EP2-expressing cells, cAMP HTRF FRET, PGE2 co-stimulation;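 active means compounds whose cAMP rise, as percent of the full-agonist control response, exceeds 60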;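 further: rat C6 glioma line stably carrying human EP2 under a CMV promoter; the protocol text gives 20 µM as final concentration; 100% = response of wells given 1 µM PGE2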
L929 necroptosis – L929 zVAD cell death inhibition | L929 zVAD necroptosis rescue, ATP luminescence, 24 h; with zVAD 60 µM | viability rescue, % at 10 µM | 0.38% of 220,000 active | AID 1377;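 active means activation, scaled between plate controls, above about 75%, limit read from the data; inactive means activation under that limit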;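 further: 0% = zVAD with DMSO and 100% = DMSO alone without zVAD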
14-3-3 Bad PPI – disrupts binding of bovine 14-3-3 zeta to phospho-Bad peptide. TR-FRET 14-3-3zeta/Dy647-pBad peptide displacement, 1 h. inhibition, % at 21.7 µM. 0.71% of 220,000 active;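 active means inhibition above about 70%, limit read from the data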;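 further: 0% = full 14-3-3 plus peptide FRET controls and 100% = background without 14-3-3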
Target sequence (P63103 whole entry, looked up): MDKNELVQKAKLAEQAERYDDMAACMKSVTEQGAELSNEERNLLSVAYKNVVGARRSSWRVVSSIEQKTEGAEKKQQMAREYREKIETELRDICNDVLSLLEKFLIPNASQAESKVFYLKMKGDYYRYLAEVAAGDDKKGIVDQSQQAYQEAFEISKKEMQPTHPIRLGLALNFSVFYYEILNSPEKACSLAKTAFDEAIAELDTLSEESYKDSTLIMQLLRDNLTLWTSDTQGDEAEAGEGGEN
PGE2 EP2 inh – inhibitors of human EP2 prostaglandin E2 receptor; 0.52% of 260,000 active; C6 glioma cells expressing human EP2, cAMP TR-FRET; cells stimulated with saturating PGE2; inhibition, % at 25 µM; P43116; AID 1422;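 active means percent inhibition above 40 after rounding to a whole number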;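 further: rat C6 glioma host cells with rolipram phosphodiesterase inhibitor present; the protocol text gives 20 µM as final concentration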
Rad51 HR inh – blocks human Rad51 in homologous recombination; Q06609; hRad51 DNA strand exchange, fluorescence dequenching; inhibition, % at 10 µM; 0.085% of 200,000 active; AID 1385;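 active means inhibition above 40% at the single screening dose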;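 further: 0% = DMSO control wells and 100% = blanks with heterologous ssDNA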
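Read-out basis: percent inhibition relative to plate controls and blanks / Assay system: human Rad51 nucleoprotein filaments preassembled on unlabelled ssDNA / Timing: filaments 15 min 37 °C, then compound 30 min / Control set: per-plate controls and blanks / Technique: fluorescence dequenching at 485/520 nm / Compound: 10 µM final, single point / Also added: Fluorescein- and BHQ1-tagged 47-mer duplex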
* marks the source's active call; other numbers are inactive results; i = inactive; . = not tested or not shown; & = joins results of further samples; [ ] = dose if it differs, or a comment. Some of the compounds tested; count on the stated rates, not on these rows.

SMILES	TbHK1 inh	Calpain2 inh	eIF4E-4G inh	Hck Nef HTS	EP2 mod	L929 necroptosis	14-3-3 Bad PPI	PGE2 EP2 inh	Rad51 HR inh
CC(C)OC(=O)CC(=O)CSc1nc2c(cc1C#N)CCCCC2	-7	i	-6	2	-18&-5	0.3	-8	10&3	2
CC(C)c1ccc(NC(=O)N2CCC(c3nc4ccccc4o3)CC2)cc1	-2	5	5	2	4	1.1	-7	2	-6
COC(=O)[C@@H](NC(=O)Nc1ccc(C(C)=O)cc1)C(C)C	3	-18	3	2	8	-0.3	-4[fluorescence artefact?]	6	7
COc1ccc(NC(=O)CS(=O)CC(=O)NCC2OCCc3ccccc32)cc1 (stereo not given)	1	2	-3	4	-7&10	0.6	-10	11&10	7
Cc1nn(-c2ccccc2)c(C)c1/C=N/NC(=O)c1ccccc1NS(=O)(=O)c1cccs1	-12	-48	3[fluorescence artefact?]	5	30	.	2[fluorescence artefact?]	8	3
O=C(c1ccccc1)N1CCC(=O)N1c1ccccc1	19	1	1[fluorescence artefact?]	3	-13	0.1	-6	10	.
CCCCOc1ccc(NC(=O)C2CC=CCC2C(=O)O)cc1 (stereo not given)	-7	.	.	1	.	-0.4	.	8	-1
COCCNC(=O)CN(C(=O)CCC(=O)Nc1ccccn1)c1ccc(F)c(Cl)c1	8	-31	2	-1	16	-0.1	8	12	-6
Cc1ccccc1Cn1c(=O)n(Cc2ccco2)c(=O)c2ccccc21	-1	-39	9[fluorescence artefact?]	8	42	0.5	-9	11	8
CCOC(=O)C1=C(O)/C(=C/c2ccc(OCC(=O)O)c(OCC)c2)SC1=Nc1ccccc1	-28	-99	2	27	44	11	-17	5	8

Arranged by molecular weight (smallest number first): part of the list above.
SMILES	TbHK1 inh	Calpain2 inh	eIF4E-4G inh	Hck Nef HTS	EP2 mod	L929 necroptosis	14-3-3 Bad PPI	PGE2 EP2 inh	Rad51 HR inh
CCCCOc1ccc(NC(=O)C2CC=CCC2C(=O)O)cc1 (stereo not given)	-7	.	.	1	.	-0.4	.	8	-1
CC(C)OC(=O)CC(=O)CSc1nc2c(cc1C#N)CCCCC2	-7	i	-6	2	-18&-5	0.3	-8	10&3	2
COc1ccc(NC(=O)CS(=O)CC(=O)NCC2OCCc3ccccc32)cc1 (stereo not given)	1	2	-3	4	-7&10	0.6	-10	11&10	7
COCCNC(=O)CN(C(=O)CCC(=O)Nc1ccccn1)c1ccc(F)c(Cl)c1	8	-31	2	-1	16	-0.1	8	12	-6
CCOC(=O)C1=C(O)/C(=C/c2ccc(OCC(=O)O)c(OCC)c2)SC1=Nc1ccccc1	-28	-99	2	27	44	11	-17	5	8

(continued)
SMILES	TbHK1 inh	Calpain2 inh	eIF4E-4G inh	Hck Nef HTS	EP2 mod	L929 necroptosis	14-3-3 Bad PPI	PGE2 EP2 inh	Rad51 HR inh
O=C(CCN1C(=O)c2ccccc2C1=O)NCCCn1ccnc1	-3	-23	1	-35	8	0.7	-14	7	21
Cc1cc(C)c(C)c(S(=O)(=O)N[C@@H](C)C(=O)OCC(N)=O)c1C	-3	-3	1	13	-16	1.4	3	5	-12
O=P(O)(CN1CCCCCC1)CN1CCCCCC1	-6	4	-1	0	18	0.0	-5	6	-4
CC12CC(c3ccccc3O1)C(C(=O)N1CCOCC1)C(=O)N2 (stereo not given)	1	34	-2	6	13	0.1	-1	3	4
COc1ccc(C(=O)NCCCn2ccnc2)cc1[N+](=O)[O-]	-12	-7	-10	19	13	0.5	1	6	5
Cc1ccc(CN(c2ccc(C(=O)Nc3ccc4c(c3)OCO4)cc2)S(C)(=O)=O)cc1	-4	-43	1	2	-39	0.5	6	7	4
CC(=O)Nc1ccc(NC(=O)CCCSc2nc3ccccc3s2)cc1	0	-18	2	26	-64	2.4	-18	6	-30
Cc1nc2sc(C(=O)OCC(=O)N3c4ccccc4CC3C)c(C)c2c(=O)[nH]1 (stereo not given)	1	-18	3	18	-24	3.3	-18	6	2
O=C1c2ccccc2C(=O)N1C/C=C/CN1C(=O)c2ccccc2C1=O	-2	-33	-6	0	5	0.0	9	4	2
COc1ccc(CCNC(=O)CCC(=O)N2CCN(S(=O)(=O)c3ccc(Cl)cc3)CC2)cc1OC	4	-3	.	-18	2	0.0	.	4	-5
COc1ccc(Cc2nc(-c3ccccn3)no2)cc1OC	2	8	1	22	-15	0.3	-6	5	-1
O=C(NC1CCCC1)c1cc(COc2ccc3ncccc3c2)on1	-4	-9	1	-9	-19	-0.9	-4	10	.
Cc1cc2n(n1)C(c1ccc(O)cc1)Nc1ccccc1-2 (stereo not given)	-21	-78	-1[fluorescence artefact?]	4	31	0.1	-2	13	1
CC/C(O)=N\S(=O)(=O)c1ccc(N=NN(C)C)cc1	-22	-12	12	4	32	0.4	0	10	2
O=C1N=c2ccc(Br)cc2=C1c1sc(=S)n(NS(=O)(=O)c2ccccc2)c1O	-1	-40	13	28	-43	35	43	14	31
COc1cc2[nH]c(=O)n(CCCCCC(=O)N3CCN(c4ccccc4)CC3)c(=O)c2cc1OC	-10	-35	5[fluorescence artefact?]	0	-4	-0.1	-4	18	5
O=C1N/C(=C/c2ccc(Br)s2)C(=O)N1c1ccccc1	14	-34	-4	33	0	1.4	-5	8	2
Cc1nc(Cl)c(C(=O)NC(=O)Nc2cccc(C(F)(F)F)c2)c(C)c1[N+](=O)[O-]	1	11	-8	11	-19	0.4	-4	4	-2
O=C(O)c1cc2nccc(-c3ccc(F)cc3)n2n1	-8	-136	15	21	17	0.9	33	9	0
CCOC(=O)c1cnc2c(-c3ccc(Cl)cc3)cnn2c1C	-11	-20	1	23	-22	0.0	-7	9	-2
COc1ccc(NC(=O)C2=C(C)C(=O)OC23CCC(C)CC3)c(OC)c1 (stereo not given)	-2	-9	4	4	19	-0.7	1	12	2
CCOC(=O)/C(C#N)=C1/CCCCCN1C	1	-32	-3	0	12	-0.4	-5	9	-1
Cc1ccc(Nc2nc(-c3c(C)n(C)n(-c4ccccc4)c3=O)c(C)s2)cc1	3	14	-4[fluorescence artefact?]	0	14	0.3	-7	12	-1
COc1ccc(NC(=O)Cn2c(CCC(=O)O)ccc2-c2ccc(C)cc2)cc1	-2	-16	0	22	40	1.8	-15	3	4
CCOc1ccccc1NC(=O)C(Sc1nnnn1C)c1ccccc1 (stereo not given)	-3	28	0	0	19	-0.3	-3	7	3
CN1CCN(C(=O)c2cc(Oc3c(F)c(F)c(F)c(F)c3F)cc(C(=O)N3CCN(C)CC3)c2)CC1	-2	0	2	6	2	0.8	-3	9	-3
Cc1c(O)c2c(=O)n(-c3ccccc3)c(-c3ccccc3)cc2oc1=O	-3	-16	22	5	45	0.2	-6	3	7
CC(NC(=O)C1c2ccccc2Oc2ccccc21)C1CCCO1 (stereo not given)	-1	-1	-6	5	22	1.5	-6	5	-2
Cc1c(Cl)cccc1NC(=S)N/N=C/c1ccccc1Cl	-27	1	5	14	11	0.1	-4	7	13
CCOC(=O)Oc1ccc2oc(C)c(C(=O)OCCOC)c2c1	33	19	-4	1	-27	-0.3	-1	9	-5

In another format: results already given
SMILES,TbHK1 inh,Calpain2 inh,eIF4E-4G inh,Hck Nef HTS,EP2 mod,L929 necroptosis,14-3-3 Bad PPI,PGE2 EP2 inh,Rad51 HR inh
O=P(O)(CN1CCCCCC1)CN1CCCCCC1,-6,4,-1,0,18,0.0,-5,6,-4
CCOC(=O)c1cnc2c(-c3ccc(Cl)cc3)cnn2c1C,-11,-20,1,23,-22,0.0,-7,9,-2
CCOC(=O)C1=C(O)/C(=C/c2ccc(OCC(=O)O)c(OCC)c2)SC1=Nc1ccccc1,-28,-99,2,27,44,11,-17,5,8
O=C(CCN1C(=O)c2ccccc2C1=O)NCCCn1ccnc1,-3,-23,1,-35,8,0.7,-14,7,21
O=C(c1ccccc1)N1CCC(=O)N1c1ccccc1,19,1,1[fluorescence artefact?],3,-13,0.1,-6,10,.
Cc1nn(-c2ccccc2)c(C)c1/C=N/NC(=O)c1ccccc1NS(=O)(=O)c1cccs1,-12,-48,3[fluorescence artefact?],5,30,.,2[fluorescence artefact?],8,3

More records.
SMILES	TbHK1 inh	Calpain2 inh	eIF4E-4G inh	Hck Nef HTS	EP2 mod	L929 necroptosis	14-3-3 Bad PPI	PGE2 EP2 inh	Rad51 HR inh
O=C(CSc1ccccc1)Nc1cc(S(=O)(=O)N2CCOCC2)ccc1N1CCOCC1	-3	-23	1	3	1	0.6	-5	5	12
O=C(OCC#CCSc1nnc(-c2ccc([N+](=O)[O-])cc2)o1)c1cccs1	-1	23	1	0	12	-0.5	18	21	3
CCCn1c2ccccc2c2nnc(SCC(=O)OC)nc21	-5	-41	-13	1	32	-0.1	0	1	1
O=c1[nH]c(CCC2CCCC2)nc2ccccc12	29	-7	7[fluorescence artefact?]	3	-14	0.5	-16	6	-2
NC(=O)COC(=O)c1cccc(S(=O)(=O)N2CCN(c3ccccc3)CC2)c1	0	-30	6	15	-50	14	-15	3	18
COc1ccccc1S(=O)(=O)Cc1ccc(C(=O)N2CCN(c3cccc(Cl)c3)CC2)o1	-4	-20	-2	3	-18	0.8	10	12	-7
COc1ccc(C2C(C#N)=C(C)NC3=C2C(=O)c2ccccc23)cc1 (stereo not given)	-7	-15	-16[fluorescence artefact?]	-1	-8	0.0	-6[fluorescence artefact?]	49*	-1
COc1ccc2nc(Sc3c([N+](=O)[O-])nc(C)n3Cc3ccccc3)[nH]c2c1	-16	29	-7	1	17	0.0	1	6	-1
COc1ccc(Nc2nc(C)cc(C)c2C#N)cc1OC	-12	-10	-1	3	-7	0.9	-1	11	-1
Cc1ccc2[nH]cc(C(=O)CN3CCN(c4ccccn4)CC3)c2c1	0	-12	7	1	-22	0.4	-1	15	.
COc1ccc(Cl)cc1C(=O)Nn1cnc2ccccc2c1=O	7	-29	-2	0	-5	-0.1	2	7	3
COc1ccccc1OCCN(C#N)c1nc(N(C)C)nc(N(C)C)n1	-1	5	2	28	36	-1.2	-10	15	2
COCCN1Cc2cccc(C(=O)N3CCN(c4ccccc4)CC3)c2C1=O	-8	6	1	1	19	-0.2	-5	2	-1
COc1ccc(N2CCN(C(CNC(=O)C(=O)NCC3CCCO3)c3ccco3)CC2)cc1 (stereo not given)	3	4	-3[fluorescence artefact?]	3	-1	1.5	-7	9	.
Cc1ccc(Cl)cc1NC(=O)N[C@@H](CC(C)C)C(=O)O	-9	6	1	10	16	1.0	-5	6	.
CSCCC(NC(=O)c1ccccc1)C(=O)NC1CCCC1 (stereo not given)	-6	7	-1	0	1	-0.1	9[fluorescence artefact?]	3	1
Cc1cc(C(=O)Nc2ccc3c(c2)OCO3)cs1	3	29	-4	-9	2	-0.7	-3[fluorescence artefact?]	7	-4
O=C(Nc1ccccc1Cl)c1ccccc1	4	-19	-5	1	2	2.2	-10	7	12
ClC(Cl)(Cl)c1nc(N/N=C/c2ccncc2)c2ccccc2n1	-3	-12	-3	23	-16	2.4	-4	7	8
Cc1ccc(C)n1CCN1CCN(CC(=O)Nc2cc(C(F)(F)F)ccc2Cl)CC1	-22	-51	-9	0	10	0.1	-4	10	-16
Cc1cc(NC(=O)CSc2nnc3c(C)cc4ccccc4n23)no1	1	-10	4	4	-4	0.0	-12[fluorescence artefact?]	11	-3
